EP2 mod = EP2 receptor modulators, cAMP readout, primary screen, cell-based, HTRF cAMP, PGE2 stimulation; AID 940, 2007; induction, % at 25 µM; actives 0.83% (n = 260,000); EP2-expressing cells, cAMP HTRF FRET, PGE2 co-stimulation;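 active = compounds whose cAMP rise, as percent of the full-agonist control response, exceeds 60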;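 also: rat C6 glioma line stably carrying human EP2 under a CMV promoter; the protocol text gives 20 µM as final concentration; 100% = response of wells given 1 µM PGE2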
Target sequence (P43116 whole entry, looked up): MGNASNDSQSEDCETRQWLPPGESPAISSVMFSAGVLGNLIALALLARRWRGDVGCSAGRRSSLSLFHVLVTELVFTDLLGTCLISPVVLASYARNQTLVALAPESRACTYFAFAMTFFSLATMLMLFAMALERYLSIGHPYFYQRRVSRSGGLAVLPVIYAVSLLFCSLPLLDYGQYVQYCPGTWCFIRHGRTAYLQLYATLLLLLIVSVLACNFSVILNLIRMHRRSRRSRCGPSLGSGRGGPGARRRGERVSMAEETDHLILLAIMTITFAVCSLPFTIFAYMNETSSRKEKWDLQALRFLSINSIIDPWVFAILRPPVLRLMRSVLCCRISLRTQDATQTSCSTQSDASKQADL
* = called active by the depositor; & = joins results of further samples.

SMILES	EP2 mod
COCCN(Cc1cc2cc3c(cc2[nH]c1=O)OCO3)C(=O)c1ccccc1	7
CC1CCCCN1c1ccc(NC(=O)c2ncoc2-c2ccc(F)cc2)cc1C(N)=O (stereo not drawn)	14
COCCNC(=S)N(Cc1ccc(OC)cc1)Cc1cc2cc(C)ccc2[nH]c1=O	-3
COc1ccc(C2=C/C(=C\c3cccc4ccccc34)C(=O)O2)cc1OC	-58
COc1ccccc1N1CCN(CC(O)c2ccc3c(c2)OCCCO3)CC1 (stereo not drawn)	-18
CCN1CC23C=CC(O2)C(C(=O)NC2(c4ccc5c(c4)OCO5)CCCC2)C3C1=O (stereo not drawn)	-27
COc1cc(O)ccc1C(C)=O	6
Cc1cc(C)nc(SCc2nnc(SCC(=O)Nc3ccc(Cl)cc3)o2)n1	4
O=C(O)CCC(=O)C(=O)O (tested in a mixture with another compound)	22
CCCOC(=O)C(C)Nc1n[nH]c(=S)[nH]c1=O (stereo not drawn)	-55
Cc1cccc2cc(CN(CCc3ccccc3)C(=O)C3CC3)c3nnnn3c12	9
CCOC(=O)Cn1c(C(F)(F)F)nc2nc(Cl)c(Cl)nc21	-33
Cc1ccc2cc(C#N)c(SCC(=O)Nc3cccc(Cl)c3)nc2c1	5
Cc1cc(C)c2cc(C(c3nnnn3C(C)(C)C)N3CCCc4ccccc43)c(=O)[nH]c2c1 (stereo not drawn)	26
O=C(CN1C(=O)[C@H]2CCCN2C(=O)c2ccccc21)NCc1cccc(Cl)c1	-9
COc1ccccc1CN(Cc1cc2cc(C)c(C)cc2[nH]c1=O)C(=O)c1ccc(OC)c(OC)c1	-21
COc1cc2c(c(OC)c1OC)-c1ccc(OC)c(=O)cc1[C@@H](NC(C)=O)CC2	12&-4
CCOc1cccc(C2C(C(=O)c3ccco3)=C(O)C(=O)N2CCCN(C)C)c1 (stereo not drawn)	-40
O=C(CN1C(=O)N2CCN=C2c2ccccc21)NC1CC1	-3
Cn1c(SCc2ccccc2Cl)nnc1-c1cccnc1	-26
O=C(CNCc1ccc(F)cc1)Nc1ccc(N2CCCC2)cc1	-56
O=C(CCSc1nc(-c2ccc3c(c2)OCO3)cc(C(F)(F)F)n1)N1CCSCC1	-84
CCOc1cc(-c2cc(-c3ccc(Cl)cc3)nc(N)c2C#N)ccc1O	-81
OCCCNc1nc(-c2cccnc2)nc2ccccc12	-38
COCCNc1nc2c(c(=O)[nH]c(=O)n2C)n1Cc1ccccc1	0

A second format for two compounds above.
| SMILES | EP2 mod |
| --- | --- |
| O=C(CN1C(=O)[C@H]2CCCN2C(=O)c2ccccc21)NCc1cccc(Cl)c1 | -9 |
| COCCNC(=S)N(Cc1ccc(OC)cc1)Cc1cc2cc(C)ccc2[nH]c1=O | -3 |

Additional records:
SMILES	EP2 mod
COC(=O)c1cccc(S(=O)(=O)N(Cc2cccs2)Cc2cc3ccc(C)cc3[nH]c2=O)c1	-89
CC1CCCN(C(=O)C(C)(C)Oc2ccc(Cl)cc2)C1 (stereo not drawn)	12
Cc1ccc(NC(=O)N(Cc2cc3ccc(C)c(C)c3[nH]c2=O)C2CCCC2)cc1	-8
CC(=O)SC1CC2=CC(=O)CC[C@]2(C)C2CC[C@@]3(C)C(CC[C@@]34CCC(=O)O4)C12 (stereo partly drawn)	11
Cc1ccc2cc(CN(C(=O)c3cccs3)C3CCCCC3)c3nnnn3c2c1	43
COC(=O)c1c(NC(=O)c2ccc3c(c2)OCO3)sc(C(=O)N2CCCCC2)c1C	24
COc1ccnc(Cn2nc(C)c3cccn3c2=O)c1OC	-8
CC1CCN(C(=O)c2cc3n(n2)C(C(F)(F)F)CC(c2ccco2)N3)CC1 (stereo not drawn)	-22
COc1cc(C(=O)Nc2cccc(NC(=O)c3cccs3)c2)cc(OC)c1OC	-54
Cc1ccccc1NC(=O)C1C(=O)N(C)C23CCCCC2C1c1ccccc1O3 (stereo not drawn)	28
COc1cccc(NC(=O)CSc2nnnn2-c2ccc(F)cc2)c1	-116
Cc1ccc(OCC(=O)Nc2ccc3oc(=O)ccc3c2)c(C)c1	-24
CCc1ccc2[nH]c(=O)c(CN(Cc3cccs3)C(CC)c3nnnn3C(C)(C)CC)cc2c1 (stereo not drawn)	61*
CC(=O)COC(=O)c1ccccc1NC(=O)c1ccco1	-4
Cc1ccc(NC(=O)CN2CCC(n3nnc4cc(C(F)(F)F)ccc43)CC2)c(C)c1	12
O=C(c1cccc2cccnc12)N1CCCC(c2ncncc2-c2ccncc2)C1 (stereo not drawn)	-14
CCCOC(=O)C(C)n1cnc2sc(C(=O)Nc3ccccc3OC)c(C)c2c1=O (stereo not drawn)	-24
CCn1c(SCC(=O)Nc2ccccc2F)nnc1C1CC1	-29
Cc1ccc(NC(=O)CSc2nc3c(c(=O)n(C)c(=O)n3C)n2C)c(C)c1	-13
CC(CCc1ccccc1)Nc1nc(N2CCOCC2)nc(N2CCOCC2)n1 (stereo not drawn)	11
NC(=O)C1CCN(C(=O)c2cc(-c3ccccc3Cl)on2)CC1	0
O=C(Nc1ccc2c(c1)OCO2)C1CCN(c2ccc(S(=O)(=O)N3CCCC3)cc2)CC1	3
CN(C)CCCNC(=S)N1CCC(C(=O)c2ccc(Cl)cc2)CC1	-115
CCOc1ccc(-c2c(C)sc3ncn(CC(=O)Nc4ccccc4OC)c(=O)c23)cc1	12
CCN1CCN(C(=O)CN(c2cccc(C)c2C)S(C)(=O)=O)CC1	-53

Three of the entries above in order of their number in EP2 mod, high to low.
SMILES	EP2 mod
CC(=O)COC(=O)c1ccccc1NC(=O)c1ccco1	-4
O=C(c1cccc2cccnc12)N1CCCC(c2ncncc2-c2ccncc2)C1 (stereo not drawn)	-14
CCn1c(SCC(=O)Nc2ccccc2F)nnc1C1CC1	-29

Another view of six compounds above:
EP2 mod	Compound
12	Cc1ccc(NC(=O)CN2CCC(n3nnc4cc(C(F)(F)F)ccc43)CC2)c(C)c1
-4	CC(=O)COC(=O)c1ccccc1NC(=O)c1ccco1
-29	CCn1c(SCC(=O)Nc2ccccc2F)nnc1C1CC1
-24	Cc1ccc(OCC(=O)Nc2ccc3oc(=O)ccc3c2)c(C)c1
-8	COc1ccnc(Cn2nc(C)c3cccn3c2=O)c1OC
43	Cc1ccc2cc(CN(C(=O)c3cccs3)C3CCCCC3)c3nnnn3c2c1

The list goes on:
SMILES	EP2 mod
CC(C)N1CCN(Cc2nc3ccccc3c(=O)[nH]2)CC1	-32
O=C(Cc1cccs1)Nc1ccccc1-c1nnn(CC(=O)N2CCc3ccccc3C2)n1	-68
Cc1cc(O)c2c(c1O)C(=O)c1c(O)cc(C)c(O)c1C2=O	16
Cc1cc(C)cc(-c2nnc(SCC(=O)N3CCc4ccccc43)o2)c1	14
O=C(c1cccs1)c1cn(CC(=O)N2CCOCC2)c2ccccc12	-22
CCOC(=O)Cc1csc(NC(=O)/C=C/c2cc(OC)ccc2OC)n1	-86
CN(C)CC(CN(C)C)c1ccccn1	20
COc1c(S(=O)(=O)N2CCCCCC2)ccc(Cl)c1Cl	15
Cn1nc(C(C)(C)C)cc1C(=O)N1CCC[C@H](C(=O)c2ccccc2F)C1	-28
CCOc1ccccc1NC(=O)C1CCN(C(=O)c2ccc(Cl)cc2)CC1	-18
Cc1cc(CNC(=O)c2c(-c3ccncc3)noc2C)c2[nH]c(C)c(C)c2c1	-70
CCOC(=O)CSc1nnc2c3ccccc3nc(C(C)(C)C)n12	57
CCc1cc2ccccc2nc1SCC(=O)Nc1ccccc1F	58
CCOc1cc(C2C3=C(CCCC3=O)N(CC(=O)O)C3=C2C(=O)CCC3)ccc1OC	3
CCOc1cc(C2Nc3c(ccc4ccccc34)C3=C2C(=O)CCC3)ccc1O (stereo not drawn)	-66
CCc1ccccc1N1CC(O)=C(c2nc3ccccc3s2)C1=N	-114
CCCOC(=O)C1=C(C)NC2=C(C(=O)CCC2)C1c1ccc(OC)c(OC)c1 (stereo not drawn)	-10
O=C(CSc1nc(-c2ccccc2)nc2ccc(Cl)cc12)NCc1cccs1	15
CC1CCN(C(=O)Cn2c(=O)n(C(C)C)c3ncccc32)CC1	-24
Cc1ncsc1C(=O)N[C@H](Cn1nc(C2CC2)ccc1=O)C(C)C	-25
Cc1ccc2nc(C)cc(NCCN(C)C)c2c1	-84
CC[C@H](Cn1nc(-c2ccoc2C)oc1=O)NC(=O)CC1CCCC1	-7
COc1cccc2ccc(CN(CCCn3ccnc3)Cc3ccc(C)s3)nc12	-11
O=C(Cn1nc(-c2ccncc2)oc1=O)N1CCCCCC1	-37
Cc1ccc(C)c(/C(O)=C2/C(=O)C(=O)N(CCCN3CCOCC3)C2c2ccc(C)o2)c1 (stereo not drawn)	8
SMILES	EP2 mod
COc1ccccc1C1Nc2cc(C)c(C)cc2NC2=C1C(=O)CC(C)(C)C2 (stereo not drawn)	-14
C1=CC2=Nc3cccc[n+]3CN2C=C1	-17
CC1CCCCN1Cc1nc2c(c(=O)n(C)c(=O)n2C)n1CCN1CCOCC1 (stereo not drawn)	-4
COc1ccc(C(C(=O)NC2CCCC2)N(C(=O)c2ccco2)c2ccc(OC)cc2)cc1 (stereo not drawn)	-4
COc1ccc(C(=O)CN2CCN(C(=O)c3ccncc3)CC2)cc1	2
O=C(Nc1cccc(Cl)c1)N(Cc1cc2cc3c(cc2[nH]c1=O)OCCO3)C1CCCC1	22
CCCCCCCCCCCCCCSCC(=O)O	19
CN1CCc2ccccc2[C@H]1Cc1ccccc1NC(=O)c1sc2ccccc2c1Cl	45
COc1ccc(S(=O)(=O)N2CCCC(C(=O)NCc3ccccc3Cl)C2)cc1Cl (stereo not drawn)	-52
CC(C)c1nc(SCC(=O)N2CCOCC2)c2c3c(sc2n1)CCCC3	-7
CC[n+]1c(C)sc2c3cccc4c3c(cc21)-c1ccccc1-4	-46
CC(C)c1cc(C(=O)N[C@@H](Cn2nc(-c3cccs3)ccc2=O)C(C)C)on1	-35
COC(=O)[C@H]1CN(C(=O)c2ccc(CO)o2)C[C@@H]1c1ccc(F)cc1	-14
CCc1cc2cc3c(cc2nc1SCC(=O)Nc1ccc(OC)c(OC)c1)OCO3	74*
Nc1c(S(=O)(=O)O)cc(Nc2ccc(Nc3nc(Cl)nc(Nc4ccc(S(=O)(=O)O)cc4)n3)c(S(=O)(=O)O)c2)c2c1C(=O)c1ccccc1C2=O	28
COc1ccc(N2CC(C(=O)OCC(=O)Nc3ccc(Cl)c(Cl)c3)CC2=O)cc1 (stereo not drawn)	-63
Cc1ccc(-c2nnn(CC(=O)NC3CCCCC3C)n2)cc1 (stereo not drawn)	-10
COc1ccc(S(=O)(=O)N(Cc2cccs2)Cc2cc3cc(C)ccc3[nH]c2=O)cc1	-104
O=C(C1CC(c2ccc(Cl)c(Cl)c2)=NO1)N1CCCC1 (stereo not drawn)	-44
COc1ccc(C(=O)N2c3ccccc3-c3c(ssc3=S)C2(C)C)cc1OC	36
O=C(O)CCCC[C@@H]1CCSS1	11
COc1ccccc1C1(NC(=O)CCn2ccnc2-c2ccccc2)CCCC1	-27
Cc1ccc2nc(SCC(=O)Nc3cccc(F)c3)[nH]c2c1	-51
O=C(c1cccc(F)c1)N1N=C2CCCCC2C1(O)C(F)(F)F (stereo not drawn)	-19
CC(=O)c1ccccc1NC(=O)c1oc2ccccc2c1C	-48
SMILES	EP2 mod
Cc1cccc(NC(=S)N(Cc2cc3c(C)cc(C)cc3[nH]c2=O)CC2CCCO2)c1 (stereo not drawn)	27
CC(=O)Nc1ccc2nc(NC(=O)c3cccc(OC(C)C)c3)sc2c1	-63
CN(C(=O)Cn1nc(-c2nccc3ccccc23)oc1=O)C1CCCCC1	-23
Cc1cccc(OCC(=O)Nc2nc3ccc(S(C)(=O)=O)cc3s2)c1	-47
O=c1[nH]c(=O)c2cc(S(=O)(=O)N3CCN(c4ccccn4)CC3)ccc2[nH]1	-46
COc1cc(NC(=O)Cn2nc(-c3ccc(C)o3)cc(N)c2=O)cc(OC)c1	-111
CC(C(=O)NC1CC1)n1nc(-c2cccs2)cc(N)c1=O (stereo not drawn)	-20
Cc1ccc(N(CC(=O)NC(C)(C)C)C(=O)CCC(=O)Nc2ccccn2)c(C)c1	-17
O=C(CN1CCC(c2nc3ccccc3s2)CC1)Nc1cc(C(F)(F)F)ccc1Cl	-13
CN(C)C(=O)CSc1nc(COc2ccccc2)nc2ccccc12	1
COc1ccc(OC)c(CN(Cc2coc3ccc(C)cc3c2=O)CC2CCCO2)c1 (stereo not drawn)	10
CCOc1ccc(NC(=O)C2CC(=O)N(c3ccccc3C)C2)cc1 (stereo not drawn)	-18
Cc1ccc2cc(CN(C(=O)Nc3ccccc3F)C3CCCCC3)c(=O)[nH]c2c1C	-36
CC(=O)N1c2ccc(NC(=O)COc3ncnc4ccccc34)cc2CC1C (stereo not drawn)	-7
CCOc1ccccc1-c1nc2cnccn2c1NCc1ccc2c(c1)OCO2	16
COc1cc2ccccc2cc1C1C(C#N)=C(N)Oc2n[nH]c(C)c21 (stereo not drawn)	2
CCC(=O)N(Cc1cc2cccc(C)c2n2nnnc12)C1CCCCC1	-3
Cc1ccc(C)c2[nH]c(=O)c(CN(CCCN3CCOCC3)C(=O)Nc3ccccc3Cl)cc12	-40
COc1cc2c(cc1CN(CCCn1ccnc1)Cc1ccccc1C)OCO2	-4
Cn1cnc2c1c(=O)[nH]c(=O)n2CCO	2
c1ccc(CO[C@H]2NCCN2Cc2ccccc2)cc1	31
CCCn1nc(C)c(CN(Cc2ccccn2)CC2CCCN2CC)c1C (stereo not drawn)	12
COc1cc2c(cc1OC)C(c1ccccc1)N(Cc1ccc(OCCO)cc1)CC2 (stereo not drawn)	-13
COc1ccc(S(=O)(=O)N2CCC(C(=O)Nc3ccccc3C)CC2)cc1OC	-5
CN=c1nc(-c2ccccc2)n(-c2ccccc2)s1	-11

Among those listed so far, these have a cyano group:
SMILES	EP2 mod
Cc1ccc2cc(C#N)c(SCC(=O)Nc3cccc(Cl)c3)nc2c1	5
CCOc1cc(-c2cc(-c3ccc(Cl)cc3)nc(N)c2C#N)ccc1O	-81
COc1cc2ccccc2cc1C1C(C#N)=C(N)Oc2n[nH]c(C)c21 (stereo not drawn)	2

Source: PubChem

The list is partial; the hit share may differ from the screen's.
